OX1R antag-1 – blocks the human orexin 1 receptor | O43613 | 1.8% of 330,000 active | AID 485270 | inhibition, % at 6.6 µM | OX1R-expressing cells, FRET antagonist read-out; in the data active = inhibition mostly above about 38%, no sharp cut-off; inactive = mostly below about 40%;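 note: 0% = agonist challenge alone and 100% = reference antagonist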
Target sequence (O43613 whole entry, looked up): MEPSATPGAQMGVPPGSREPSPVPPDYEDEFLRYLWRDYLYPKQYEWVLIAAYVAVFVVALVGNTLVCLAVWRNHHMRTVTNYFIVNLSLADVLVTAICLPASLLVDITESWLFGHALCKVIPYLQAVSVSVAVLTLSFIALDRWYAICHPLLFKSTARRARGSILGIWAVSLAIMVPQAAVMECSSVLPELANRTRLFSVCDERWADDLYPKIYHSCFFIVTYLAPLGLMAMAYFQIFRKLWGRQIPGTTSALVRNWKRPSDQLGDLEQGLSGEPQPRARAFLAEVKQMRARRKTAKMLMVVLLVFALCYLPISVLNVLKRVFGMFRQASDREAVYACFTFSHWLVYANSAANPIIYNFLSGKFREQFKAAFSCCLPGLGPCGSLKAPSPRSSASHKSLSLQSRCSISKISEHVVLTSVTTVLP
CHT allo act – allosterically activates the human high affinity choline transporter. Q9GZV3. CHT-expressing cells, membrane potential dye, choline EC20; stronger effect = higher value; LV-AA mutant CHT in HEK293 cells. B-score at 10 µM. 0.49% of 310,000 active;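 active = initial fluorescence not abnormally high and integrated response B-score, plate-corrected, over 3 SD above library mean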
Target sequence (Q9GZV3 whole entry, looked up): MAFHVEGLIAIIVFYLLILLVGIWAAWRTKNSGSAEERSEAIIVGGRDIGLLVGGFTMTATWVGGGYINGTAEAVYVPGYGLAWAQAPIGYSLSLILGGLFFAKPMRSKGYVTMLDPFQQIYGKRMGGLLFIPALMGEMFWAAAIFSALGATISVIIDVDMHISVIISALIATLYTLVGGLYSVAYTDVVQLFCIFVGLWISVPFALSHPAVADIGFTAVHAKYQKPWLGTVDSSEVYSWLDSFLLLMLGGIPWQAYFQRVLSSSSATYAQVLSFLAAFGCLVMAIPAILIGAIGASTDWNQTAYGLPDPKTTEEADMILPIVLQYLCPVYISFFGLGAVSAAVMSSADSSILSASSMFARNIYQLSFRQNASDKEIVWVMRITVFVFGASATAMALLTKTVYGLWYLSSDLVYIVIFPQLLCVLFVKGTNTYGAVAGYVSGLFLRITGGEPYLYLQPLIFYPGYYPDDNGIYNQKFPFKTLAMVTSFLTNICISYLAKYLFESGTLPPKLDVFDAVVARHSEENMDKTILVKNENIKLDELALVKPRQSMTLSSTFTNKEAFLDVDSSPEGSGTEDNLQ
OX1R antag-2 – blocks the human orexin 1 receptor. O43613. inhibition, % at 5 µM. 0.43% of 330,000 active. AID 434989. CHO/OX1R cells, Fluo-8 calcium fluorescence, orexin A;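 active = inhibition above its plate's threshold, mean inhibition of all tested compounds on the plate plus 3 SD, cut at about 37% in these data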;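 note: 0% = orexin A challenge wells and 100% = SB-334867-A antagonist wells; not every result past the cut was called active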
Starred values were filed as active, the others as inactive; i = inactive; / = no result given. Rows are unselected (roughly 2.5% active in at least one column).

SMILES	OX1R antag-1	CHT allo act	OX1R antag-2
CCn1c(SCC(=O)N2c3ccccc3Sc3ccccc32)nc2c1c(=O)n(C)c(=O)n2C	12	i	-14
COc1ccc(CNC(=S)Nc2cccc(Cl)c2)cc1	13	i	-19
CCOC(=O)C1CCN(C(=O)CS(=O)Cc2nc(-c3ccc(C)cc3)oc2C)CC1 (centres undefined)	-4	i	-15
O=C(N1CCOCC1)N(CCN1CCOCC1)Cc1cccc(Cl)c1	19	i	6
Cc1cccc(Nc2ncnc3nc[nH]c23)c1C	6	i	-6
Cc1ccc(C(=O)N/C(=C/c2ccc(-c3cccc([N+](=O)[O-])c3)o2)C(=O)NC(C)C)cc1	67	i	2
O=C(Cc1cccs1)Nc1cccc(-c2nc3cc4ccccc4cc3[nH]2)c1	56	i	10
CC(=O)[C@H]1CC[C@H]2[C@@H]3CC=C4C[C@@H](O)CC[C@]4(C)[C@H]3CC[C@]12C	7	i	-6
Cc1ccc(CNC(=O)CCS(=O)(=O)c2ccc(C)cc2)cc1	3	i	-14
S=C1Nc2cc(Cl)ccc2Sc2ccccc21	16	i	10
COCCN(C(=S)Nc1ccccc1C)C(C)c1cccs1 (centres undefined)	6	i	-4
CC(CCc1ccccc1)NC(=O)C(=O)c1c[nH]c2ccccc12 (centres undefined)	14	i	-25
O=C(COC(=O)CNC(=O)c1ccc2c(c1)OCO2)Nc1ncc(Cl)cc1Cl	20	i	-4
O=C(CSc1ccc(-c2ccccc2)nn1)N1CCOCC1	49*	i	-4
CCNS(=O)(=O)c1ccc(NC(=O)c2ccccc2SCCOC)cc1	0	i	-17
CCOC(=O)c1ccc(NC(=O)c2cccc(S(=O)(=O)N3c4ccccc4CC3C)c2)s1 (centres undefined)	51	i	34
Cc1c(Cl)cnc(NC(=O)COC(=O)c2nn(C)c(=O)c3ccccc23)c1Cl	7	i	-26
O=c1cc(-c2ccccc2)c2ccc(O)c(CN3CCCCC3)c2o1	20	i	-30
O=C(CSc1nnc(-c2cccs2)o1)N1CCCc2ccccc21	20	i	-22
COc1ccc(-c2nnc(NC(=O)CS(=O)(=O)c3ccc(Cl)cc3)o2)c(OC)c1	48*	i	7
COc1ccc2nc(SCC(=O)N3CC(=O)Nc4ccccc43)c(C#N)cc2c1	37	i	-16
COCCn1c(SCC(=O)Nc2ccc(F)cc2)nc2c(oc3ccccc32)c1=O	17	i	-26
Cc1cc(-c2ccccc2)nc2[n+]1CCN2C	26	7.5*	2
Cc1ccc(S(=O)(=O)CCC(=O)OCn2nnc3ccccc3c2=O)cc1	12	i	-16
CC1=NN(c2ccccc2)C(=O)/C1=C\c1ccc(Br)s1	4	i	-19
Following part:
SMILES	OX1R antag-1	CHT allo act	OX1R antag-2
CCOc1ccc(NC(=O)CSc2nc(=O)n(CCN3CCOCC3)c3c2CCCC3)cc1	16	i	1
COc1ccccc1C1CCN(Cc2cccc([N+](=O)[O-])c2)CC1	14	i	-10
O=C(CSc1nc2ccccc2o1)Nc1ccc(N2CCOCC2)cc1	5	i	19
O=C1NC(=O)/C(=C/c2ccccn2)S1	14	i	-3
CN1CCN(C(=S)SCc2nc(N)nc(Nc3ccc(F)cc3)n2)CC1	19	i	-22
Cc1cccnc1N1C(=O)c2ccc(C(=O)O)cc2C1=O	4	i	-13
COc1ccc(NC(=O)COC(=O)c2ccc(Cl)c(S(N)(=O)=O)c2)c([N+](=O)[O-])c1	20	i	-18
Clc1ccc2[nH]c3c(N4CCC5(CC4)OCCO5)ncnc3c2c1	82*	i	24
CC(=O)c1ccc(NC(=O)C2CCCN(c3ncnc4c3nc3n4CCCCC3)C2)cc1 (centres undefined)	16	i	-30
O=C1[C@@H]2Cc3c([nH]c4ccccc34)C(c3cccc([N+](=O)[O-])c3)N2C(=O)CN1C1CCN(Cc2ccccc2)CC1 (some centres undefined)	0	i	20
COC(=O)c1ccccc1OCCCOc1ccc(C=O)cc1OC	26	i	-14
CCOC(=O)CC1(NC(=O)c2cc(COc3cncc(Cl)c3)on2)CCCCC1	9	i	1
O=C(NCCc1cccs1)c1cccs1	10	i	16
CCOc1ccc(N(C(=O)c2ccc3c(c2)OCO3)C2C=CS(=O)(=O)C2)cc1 (centres undefined)	23	i	-8
O=C(CN1CCN(c2nc(-c3ccc(F)cc3)cs2)CC1)Nc1ccc2c(c1)OCO2	12	i	7
O=C(Nc1ccc(C(F)(F)F)cc1)c1ccccc1-n1cnnn1	10	/	-22
COc1ccc(CN(C(=O)c2cnccn2)C(C(=O)NC(C)(C)C)c2cc(OC)c(OC)c(OC)c2)cc1 (centres undefined)	20	i	1
CCOc1ccccc1-c1cc(C(=O)Nc2ccc(C(=O)O)cc2)c2ccccc2n1	7	i	-23
CN(CC(=O)Nc1ccccc1Cl)C(=O)C1CCN(C(=O)c2ccc(F)cc2)CC1	4	/	-2
COc1ccc(NC(=O)c2nc[nH]c2C(=O)N[C@@H](C)C(=O)OC(C)(C)C)cc1	30	i	-32
NS(=O)(=O)c1cccc(NC(=O)c2cccnc2Oc2ccccc2)c1	7	i	9
O=C(Cc1ccccc1)Nc1nc(-c2ccc(F)c(F)c2)cs1	15	i	5
O=C(CN1C(=O)NC2(CCCC2)C1=O)NCc1ccccc1	4	/	-7
Cn1c(N)c(C(=O)COC(=O)[C@H](Cc2ccccc2)N2C(=O)c3ccccc3C2=O)c(=O)n(C)c1=O	12	i	6
c1ccc(Cc2noc(CN3CCCC(CN4CCOCC4)C3)n2)cc1 (centres undefined)	0	i	-19
More results.
SMILES	OX1R antag-1	CHT allo act	OX1R antag-2
CCCC1=Nc2cc(C(=O)NCCN3CCOCC3)ccc2Sc2ccccc21	12	i	-26
Cc1ccc(C)c(S(=O)(=O)NC(CCC(N)=O)C(=O)O)c1 (centres undefined)	-1	i	6
O=S(=O)(Nc1ncccn1)c1ccc(Cl)cc1	8	i	-4
COc1ccc2c(c1)CC/C(=C/c1ccccn1)C2=O	-1	i	-11
Cn1c(=O)oc2cc(S(=O)(=O)NCCC(=O)NCc3ccccc3Cl)ccc21	5	i	-11
CN(CC(=O)Nc1ccc(F)cc1)C(=O)COc1ccccc1Cc1ccccc1	7	i	-26
CN1/C(=C\C(=O)COC(=O)CNC(=O)c2ccc3ccccc3c2)C(C)(C)c2ccccc21	11	i	-25
N=c1c(C(=O)NC2CCCC2)cc2c(=O)n3ccccc3nc2n1CCN1CCOCC1	102*	i	-7
CCCCCC(NC(=O)C1CCN(C(=O)[C@@H](NS(=O)(=O)c2ccc(C)cc2)C(C)C)CC1)C(=O)O (some centres undefined)	5	i	-5
O=c1c2cnn(-c3ccccc3)c2nc(-c2cccs2)n1-c1ccc(Br)cc1	11	i	-10
O=C(c1ccc(Cl)c([N+](=O)[O-])c1)N1CCCc2ccccc21	15	i	-2
CSc1ccccc1NC(=O)c1ccc(Cl)s1	2	i	9
O=C(Oc1cccc(NC(=O)c2ccccc2Cl)c1)c1ccc([N+](=O)[O-])cc1	36	i	-11
CCCCCCCCNC(=O)c1ccc(C)cc1	18	i	-3
Cc1cnc(C(=O)OCC(=O)Nc2oc(-c3ccccc3)c(-c3ccccc3)c2C#N)cn1	4	i	-10
CCOc1ccc(NS(=O)(=O)c2c(C)nc3sccn3c2=O)cc1	-5	i	-25
COc1ccc(/C=C2\CC/C(=C\c3ccc(OC)cc3OC)C2=O)c(OC)c1	53	i	3
Cc1onc(-c2ccccc2Cl)c1C(=O)Nc1nnc(C(C)C)s1	3	i	-24
COc1ccc(NC(=O)CCC(=O)N2CCCC2)c([N+](=O)[O-])c1	39	i	-8
COc1ccc(NC(=O)Nc2ccc3c(c2)N(C)C(=O)CS3)cc1OC	21	i	-6
O=[N+]([O-])c1ccccc1S(=O)(=O)NCCC1=CCCCC1	7	i	-5
CC(C)NC(=O)COC(=O)C1CSC2(c3ccc(Br)cc3)CCC(=O)N12 (centres undefined)	8	i	-12
O=C(CCNS(=O)(=O)c1ccc(Cl)cc1)NCc1ccccn1	4	i	-6
COc1ccc(C2=NN(C(=O)c3ccccc3)C(c3ccc(OC)c(OC)c3)C2)c(OC(C)=O)c1 (centres undefined)	9	i	-42
Cc1ccc(NC(=O)CSc2nnc(-c3ccccn3)n2C)cc1	33	i	-37
(next part)
SMILES	OX1R antag-1	CHT allo act	OX1R antag-2
CSc1nc2ccc(S(N)(=O)=O)cc2s1	14	i	-5
C=CC[C@@H](CC(=O)NCCO)C(=O)N[C@H](COC(=O)[C@@H](CC=C)Cc1ccc(F)cc1)Cc1c[nH]c2ccccc12	5	/	-9
COc1cccc(C(=O)OCC(=O)NC23CC4CC(CC(C4)C2)C3)c1	11	/	-12
O=C(NCC(c1cccnc1)N1CCN(c2ccc(F)cc2)CC1)c1ccccc1 (centres undefined)	15	i	-24
C/C=C/C(=O)Nc1cccc(C2=NOC3(C2)C[C@@H](C(N)=O)N(C(=O)/C(C)=C/C)C3)c1 (some centres undefined)	13	i	-3
CCOc1ccc(-n2c(SCc3nc(-c4cccs4)no3)nnc2-c2ccncc2)cc1	10	i	-41
Fc1ccccc1SCc1nnc(-c2ccccc2Br)o1	28	i	-26
CC(=O)NC(C)CCc1ccccc1 (centres undefined)	29	i	-10
O=C(/C=C/c1ccco1)N(Cc1ccccc1F)C1CCS(=O)(=O)C1 (centres undefined)	14	i	-6
Cc1csc2c(=O)[nH]cnc12	0	i	0
COc1ccc(CNC(=O)COC(=O)CCOc2ccccc2)cc1	8	i	-24
CCOc1ccccc1OCC(=O)OCC(=O)c1c(N)n(CC(C)C)c(=O)n(C)c1=O	15	/	35
COc1cc(/C=N/NC(=S)NCCN2CCOCC2)cc(OC)c1O	22	i	2
CCOc1cccc(C(=O)NC(=S)Nc2ccc3c(c2)OCCO3)c1	10	i	-14
COC(=O)c1cc(COC(=O)c2ccc3ccccc3n2)oc1C	15	i	-22
Cc1cccc(NC(=O)Cc2ccc(NC3=NC4CS(=O)(=O)CC4S3)cc2)c1 (centres undefined)	10	i	-18
COc1ccccc1N1CCN(C(=O)C(C)NC(=O)c2cccc([N+](=O)[O-])c2)CC1 (centres undefined)	16	i	-4
Cc1cc(C)cc(N(CCC(=O)O)S(=O)(=O)c2ccc(Cl)cc2)c1	18	i	-19
O=C(COC(=O)c1ccc([N+](=O)[O-])o1)NCc1ccc2c(c1)OCO2	22	/	-3
O=C(Nc1ccc(F)cc1)N1CCN(c2ccc3nnc(-c4ccc(F)cc4)n3n2)CC1	17	i	-26
O=C(Nc1ccc(S(=O)(=O)N2CCOCC2)cc1)c1ccc(CN2CCc3ccccc3C2)cc1	47	i	69*
C=CCSc1nnc(NC(=O)C2=COCCO2)s1	10	i	-3
Cc1ccc2[nH]c(=O)c(CN(CCCN(C)C)C(=O)Nc3cccc(Cl)c3)cc2c1	10	i	-31
CCN=C1SC(C(=O)Nc2ccc(OC)cc2)CC(=O)N1CC (centres undefined)	18	i	9
CC(C)Sc1nc2c(c(=O)[nH]c(=O)n2C)n1Cc1ccc(Cl)cc1	19	i	-23
Next part.
SMILES	OX1R antag-1	CHT allo act	OX1R antag-2
COc1ccc(C(=O)CSc2nn3c(=O)c(C(C)(C)C)nnc3s2)cc1	4	i	-16
Cc1c2ccccc2nc2ccccc12	7	i	-29
Cc1cc(=O)oc2c(C)c(OC(C)C(=O)NCCCN3CCCC3=O)ccc12 (centres undefined)	17	i	-30
CC(=O)c1ccccc1OCCn1nnc(-c2ccc(C)cc2)n1	11	i	-15
Cc1ccc(OCCCN2C(=O)C(=O)c3cccc(C)c32)cc1	-6	i	-19
O=S(=O)(N1CCCCCC1)N1CCN(S(=O)(=O)N2CCOCC2)CC1	15	i	2

Entries listed so far that contain an aryl thioether with sulfur outside any ring (16):
SMILES	OX1R antag-1	CHT allo act	OX1R antag-2
CCn1c(SCC(=O)N2c3ccccc3Sc3ccccc32)nc2c1c(=O)n(C)c(=O)n2C	12	i	-14
O=C(CSc1ccc(-c2ccccc2)nn1)N1CCOCC1	49*	i	-4
CCNS(=O)(=O)c1ccc(NC(=O)c2ccccc2SCCOC)cc1	0	i	-17
O=C(CSc1nnc(-c2cccs2)o1)N1CCCc2ccccc21	20	i	-22
COc1ccc2nc(SCC(=O)N3CC(=O)Nc4ccccc43)c(C#N)cc2c1	37	i	-16
COCCn1c(SCC(=O)Nc2ccc(F)cc2)nc2c(oc3ccccc32)c1=O	17	i	-26
CCOc1ccc(NC(=O)CSc2nc(=O)n(CCN3CCOCC3)c3c2CCCC3)cc1	16	i	1
O=C(CSc1nc2ccccc2o1)Nc1ccc(N2CCOCC2)cc1	5	i	19
CSc1ccccc1NC(=O)c1ccc(Cl)s1	2	i	9
Cc1ccc(NC(=O)CSc2nnc(-c3ccccn3)n2C)cc1	33	i	-37
CSc1nc2ccc(S(N)(=O)=O)cc2s1	14	i	-5
CCOc1ccc(-n2c(SCc3nc(-c4cccs4)no3)nnc2-c2ccncc2)cc1	10	i	-41
Fc1ccccc1SCc1nnc(-c2ccccc2Br)o1	28	i	-26
C=CCSc1nnc(NC(=O)C2=COCCO2)s1	10	i	-3
CC(C)Sc1nc2c(c(=O)[nH]c(=O)n2C)n1Cc1ccc(Cl)cc1	19	i	-23
COc1ccc(C(=O)CSc2nn3c(=O)c(C(C)(C)C)nnc3s2)cc1	4	i	-16
